PMI act hi M6P = PMI (human) activation, high substrate | AID 1216 | actives 0.34% (n = 190,000) | activation factor at 20 µM | coupled PMI enzyme assay, resazurin fluorescence, 20 min; active compounds read high; 1 = untreated enzyme, 0 = substrate-free blank | P34949;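 active = activation factor of 2 or more at 20 µM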
Target sequence (P34949 whole entry, looked up): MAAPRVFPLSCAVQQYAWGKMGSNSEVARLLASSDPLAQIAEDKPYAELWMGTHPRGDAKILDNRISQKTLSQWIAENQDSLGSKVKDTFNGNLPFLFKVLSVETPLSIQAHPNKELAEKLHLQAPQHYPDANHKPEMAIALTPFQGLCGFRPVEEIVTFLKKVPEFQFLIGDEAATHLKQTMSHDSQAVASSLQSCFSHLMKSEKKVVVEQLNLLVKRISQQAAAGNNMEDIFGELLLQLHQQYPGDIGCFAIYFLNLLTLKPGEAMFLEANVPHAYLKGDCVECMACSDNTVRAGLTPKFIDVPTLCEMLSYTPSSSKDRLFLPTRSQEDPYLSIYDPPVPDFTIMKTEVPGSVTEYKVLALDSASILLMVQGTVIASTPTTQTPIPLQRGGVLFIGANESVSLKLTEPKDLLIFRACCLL
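Material: human phosphomannose isomerase with PGI, G6PDH, diaphorase coupling enzymes. Quantity: 15 ng/mL PMI. Medium: HEPES pH 7.4 buffer with MgCl2 and Tween-20. Reagent: Near-saturating mannose-6-phosphate, 1.0 mM. Compound: 20 µM single dose. Times: enzyme reaction with compound 20 min at room temperature. Detection: resorufin fluorescence at Ex 544/Em 590 nm.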
TNAP act hi DEA = activators of human TNAP at high phosphate acceptor concentration. AID 1136. 200,000 tested, under 10 active. activation factor at 20 µM. purified TNAP, CDP-star luminescence, 1 M DEA, 30 min; active compounds read high; 0 = EDTA background, 1 = DMSO-only activity;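 active = activation factor at least 2 at 20 µM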
Target sequence (P05186 whole entry, looked up): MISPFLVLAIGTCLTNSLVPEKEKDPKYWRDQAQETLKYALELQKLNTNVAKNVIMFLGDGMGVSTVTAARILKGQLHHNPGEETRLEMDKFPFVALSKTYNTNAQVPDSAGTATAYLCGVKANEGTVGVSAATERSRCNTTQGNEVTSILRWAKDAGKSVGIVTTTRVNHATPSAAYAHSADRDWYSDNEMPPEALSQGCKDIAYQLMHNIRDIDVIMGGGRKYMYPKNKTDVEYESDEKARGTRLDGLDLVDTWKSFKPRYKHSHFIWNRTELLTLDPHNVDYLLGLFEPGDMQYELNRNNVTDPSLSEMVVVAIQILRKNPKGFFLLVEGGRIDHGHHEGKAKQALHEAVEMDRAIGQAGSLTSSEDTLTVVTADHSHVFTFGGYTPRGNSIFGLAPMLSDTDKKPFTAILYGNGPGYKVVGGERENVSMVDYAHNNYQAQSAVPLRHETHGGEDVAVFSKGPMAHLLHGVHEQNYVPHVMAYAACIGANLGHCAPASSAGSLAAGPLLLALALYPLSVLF
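system = human TNAP | amount = enzyme diluted 1/800 final | reagent = 100 µM CDP-star substrate | signal = luminescent substrate turnover signal | dosing = one dose, 20 µM | benchmarks = EDTA negative control, DMSO positive control | measure = activation factor | timing = 30 min reaction, room temperature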
TNAP inh no acc = TNAP (human) inhibition, acceptor-free conditions; P05186; purified TNAP, CDP-star luminescence, 30 min; inhibition, % at 20 µM; actives 0.26% (n = 200,000); AID 1012;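 active = tissue-nonspecific alkaline phosphatase inhibition above about 50% at 20 µM in the single-dose screen, limit read from the data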;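 note: 0% = DMSO negative control and 100% = EDTA positive control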
TNAP inh hi DEA = inhibitors of human TNAP at high phosphate acceptor concentration; inhibition, % at 20 µM; actives 0.03% (n = 200,000); purified TNAP, CDP-star luminescence, 1 M DEA; AID 1135; P05186;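 active = over 50% inhibition of tissue-nonspecific alkaline phosphatase at 20 µM in the single-dose screen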;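 note: plate controls were DMSO wells for no effect and EDTA-quenched wells as full inhibition for full effect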
Lmaj promast = inhibitors of Leishmania major promastigote growth; Leishmania major promastigotes, resazurin fluorescence viability; inhibition, % at 10 µM; actives 9% (n = 200,000); AID 1063; in the data active = inhibition above about 50%;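 note: promastigotes grown with compound for 44 hours at 28 °C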
bIAP act = intestinal alkaline phosphatase (bovine) activation | purified bovine IAP, CDP-star luminescence, 30 min; active compounds read high; fold of DMSO-control signal, blank-subtracted | activation factor at 20 µM | actives 0.17% (n = 200,000) | AID 1016;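 active = activation factor of 2 or more at 20 µM, a signal rise over negative controls twice the positive control's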
PMI activator = activators of human phosphomannose isomerase; P34949; purified human PMI, coupled resazurin fluorescence, 20 min; active compounds read high; 1 = vehicle control, 0 substrate-free wells; activation factor at 20 µM; actives 0.005% (n = 190,000); AID 1214;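 active = activation factor of 2 or more at 20 µM, relative to plate controls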
Diaphorase inh = counter-screen for diaphorase-based assays: diaphorase inhibitors and chemical oxidizers; actives 0.69% (n = 190,000); AID 1217; inhibition, % at 20 µM; diaphorase resazurin-to-resorufin fluorescence, NADH, 16 min; bacterial (C. kluyveri) enzyme, not human;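 active = primary screen inhibition at 20 µM above a set limit, cut at about 50% in these data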;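 note: plate controls were DMSO with full reaction for no effect and wells lacking NADH for full effect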
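Test system: Clostridium kluyveri diaphorase enzyme / Quantity: diaphorase at 0.14 U/mL in enzyme working solution / Incubation: 16-min room-temperature incubation before reading / Benchmarks: NADH-free wells as positive control, DMSO-only neutral wells / Signal: resorufin fluorescence 544/590 nm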
bIAP inh = intestinal alkaline phosphatase (bovine) inhibition; purified bovine IAP, CDP-star luminescence, 30 min; inhibition, % at 20 µM; 190,000 tested, under 10 active; AID 1019;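 active = over 50% inhibition of intestinal alkaline phosphatase at 20 µM in the single-dose screen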
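Assay system: bovine IAP enzyme; medium: DEA buffer 100 mM, pH 9.8, with MgCl2 1.0 mM, ZnCl2 0.02 mM; doses: 20 µM single dose; incubation: enzyme reaction for 30 min at room temperature; detection: CDP-star luminescence signal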
Diaphorase act = counter-screen for diaphorase-based assays: diaphorase activators and chemical reducers; Diaphorase/resazurin coupled assay, resorufin fluorescence, 16 min; active compounds read high; 1 = vehicle wells, 0 = NADH-free wells; activation factor at 20 µM; actives 0.005% (n = 190,000); AID 1229;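 active = diaphorase activity raised at least twofold by the compound at 20 µM; inactive = activation factor below 2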
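Material: purified diaphorase enzyme from Clostridium kluyveri / Medium: HEPES pH 7.4 buffer with MgCl2 and Tween 20 / Schedule: enzyme reaction of 16 min at room temperature / Measured by: resorufin fluorescence, excitation 544 nm, emission 590 nm / Evaluation: rise in resorufin formation, marking diaphorase activation or chemical reduction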
* marks the source's active call; other numbers are inactive results.

SMILES	PMI act hi M6P	TNAP act hi DEA	TNAP inh no acc	TNAP inh hi DEA	Lmaj promast	bIAP act	PMI activator	Diaphorase inh	bIAP inh	Diaphorase act
C=CCn1c(Cc2csc(N)n2)nnc1SCC(=O)Nc1ccccc1C(F)(F)F	1	1	-18	-1	-6	0.9	0.9	10	8	0.9
Cc1[nH]c2ccccc2c1C(=O)COc1ccccc1F	1	1	-4	-3	17	0.9	0.9	16	10	0.8
CCCC(=O)Nc1ccc(NC(=O)c2cccs2)cn1	1	1.1	-15	-6	3	0.9	1	6	7	0.9
COC(=O)CC1c2cc(OC)c(OC)cc2CC(=O)c2cc(OC)c(OC)cc21 (stereo unspecified)	2*	1	-7	0	-4	0.6	1.5	15	36	0.8
COc1ccc(NC(=O)c2ccc(OCc3c(C)noc3C)c(OC)c2)cn1	0.8	1	-6	1	5	1	0.9	7	1	0.9
CCC(=O)c1ccc(OCC(=O)OCC(=O)Nc2sccc2C(N)=O)cc1	1	1.1	-15	-6	-5	1	1	12	-5	0.9
C/C(=N\NS(=O)(=O)c1ccc(Cl)c([N+](=O)[O-])c1)c1cc2ccccc2o1	1.4	1	-3	-4	-5	0.9	1.1	13	14	0.9
CCOC(=O)CNC(=O)Nc1ccccc1C(=O)OC	1.1	1	-12	-3	-19	0.9	1.1	4	13	1
CCCc1nc(NCc2ccco2)c(C#N)c2c1COC(C)(C)C2	1	1	-14	-2	-4	0.9	1	0	7	1
Cn1c(=O)n(C)c2cc(S(=O)(=O)O)ccc21	1.1	1	-13	-4	-5	1	1	13	3	0.9
Cc1ccc(C(=O)N2CCCCC2C(=O)O)o1 (stereo unspecified)	1	1	-8	-4	-3	1.1	0.9	10	-10	0.9
c1ccc(CSc2ccc(-c3cccs3)nn2)nc1	1.1	1	-6	0	-8	1	1.2	5	-3	0.9
COc1cccc(CNC(=O)C2CCN(S(=O)(=O)c3cnc[nH]3)CC2)c1	1	1	-2	-1	-6	1	0.9	6	-2	0.9
COc1ccc(-n2cc(CNCC3CCOCC3)c(-c3cccc(F)c3)n2)cc1	1	1	-5	-4	87*	1.2	0.9	-4	-17	1
O=C(COc1ccc(Cl)cc1)Nc1nnc(C2=COCCO2)o1	1	1	-13	-4	-2	0.9	1.1	10	8	0.9
CC1=NN(c2cccc(C(=O)O)c2)C(=O)/C1=C\C=C\c1ccco1	1.2	1	23	3	27	1.1	1.3	17	-7	0.8
N/C(=N\c1nc2c(c(=O)[nH]1)CCC2)Nc1cccc(Cl)c1	1	1	-13	-3	38	1.1	1	-1	-6	1
CC(Cc1ccccc1)C(=O)NCc1ccncc1 (stereo unspecified)	0.9	1	-1	-1	-6	1.2	1.1	-5	-17	1.1
O=C(CC(c1ccccc1)c1ccccc1O)NCCN1CCOCC1 (stereo unspecified)	1	1.1	-20	-11	-9	1	1.1	16	1	0.8
COc1cccc(CNC(=O)C2CCN(Cc3cnn(-c4ccccc4)c3-n3cccc3)CC2)c1	0.9	1.1	-35	-13	10	1.8	0.9	13	-84	0.9
O=S(=O)(c1ccc(C2=CSC3=NCCN23)cc1)N1CCOCC1	0.9	1.1	-6	-5	1	1	0.9	11	2	0.9
CC(=O)NS(=O)(=O)c1ccc(NC(=S)NC(=O)C(C)C)cc1	1.1	1	28	0	-17	0.9	1.1	2	8	1
CC12CC(NC(=O)N1c1ccc(C(=O)N3CCN(c4ccccn4)CC3)cc1)c1ccccc1O2 (stereo unspecified)	0.6	1.1	-14	-5	-7	1	0.9	26	-4	0.7
Cn1c(SCC(=O)c2ccc(-c3ccccc3)cc2)nnc1-c1ccco1	1.8	1	0	4	-3	1	1.4	5	1	1
Cc1ccc2c(c1)c1c(n2C)-c2[nH]ncc2CC1	0.9	1	-12	-1	99*	0.9	0.9	28	9	0.7
CC(C)n1c(=N)c(C(=O)NCCc2ccccc2)cc2c(=O)n3ccccc3nc21	1.1	1	5	-3	27	1	1.1	3	3	1
CCOC(=O)C1CCCN(Cc2ccc(OC)cc2OC)C1 (stereo unspecified)	1	1	-9	-4	8	1.1	0.9	14	-6	0.9
COc1ccc(S(=O)(=O)N2CCOCC2)cc1NC(=O)[C@@H]1CCCN1C(=O)c1cccs1	1	1.1	-15	-6	-16	1.1	1.1	12	-6	0.9
CC(/C=N/NC(=O)CSc1nc(C)cc(C)n1)=C\c1ccccc1	1	1	-9	-1	-3	0.8	0.8	5	21	1
CN1CCN(C2=NC3(CCCC3)C(C#N)C(=O)N2)CC1 (stereo unspecified)	0.9	1	-6	1	-5	1	0.9	20	3	0.8
CC(C)CNC(=O)NC(=O)COC(=O)Cn1cnc2ccccc2c1=O	1	1.1	-13	-5	-2	1	1.1	10	2	0.9
Cc1cc(C)c(-c2c(O)c3cccc4c3n(c2=O)CCC4)c(C)c1	1.1	1	-6	-1	15	0.9	1.1	-5	6	1.1
O=C(CNC(=S)NC(=O)c1cccs1)c1ccccc1	0.8	1	-2	0	14	1	0.8	26	-4	0.7
CCOc1ccccc1NC(=S)N1CCC(NC(=O)NC23CC4CC(CC(C4)C2)C3)CC1	1	1.1	-22	-8	60*	1.1	1	20	-8	0.8
COc1ccc(OC)c(S(=O)(=O)N(C)CC(=O)O)c1	0.9	1.1	-9	-6	-10	0.9	1	16	6	0.8
C/C=C/Cn1c(Br)nc2c1c(=O)n(C)c(=O)n2C	1	1	-9	-4	2	1.1	0.9	8	-5	0.9
O=C(N/C(=C/C=C/c1ccccc1)C(=O)N1CCCCC1)c1ccc([N+](=O)[O-])cc1	0.8	1	-2	-2	61*	0.9	0.8	37	6	0.6
CN(C)c1nc(OCCOC(=O)Nc2ccc(Cl)cc2Cl)nc(N(C)C)n1	0.9	1	-5	-1	-4	1	0.9	13	-2	0.9
CCCc1[nH]nc2c1C(c1ccc(OC(=O)N3CCOCC3)c(OC)c1)C(C#N)=C(N)O2 (stereo unspecified)	0.8	1	-11	-4	0	1	0.8	14	-4	0.9
FC(F)(F)c1ccc2c(c1)n(Cc1ccccc1)c1[n+]2CCCCC1	1	1	-4	2	1	0.9	0.4	9	12	0.9
O=C(Nc1ccccc1N1CCN(c2ccc(F)cc2)CC1)C1CCCCC1	0.9	1.1	-18	-9	31	0.9	0.9	28	6	0.7
CC(O)CNCCCCOc1ccc(OCc2ccccc2)cc1 (stereo unspecified)	1	1.1	-9	-5	97*	1.1	0.9	0	-6	1
O=C(COc1ccc2ccccc2c1)Nc1ccncc1	0.9	1.1	-10	-7	-1	1.1	1	-10	-11	1.1
COc1ccc(Nc2nc(-c3ccccc3)c(C(=O)Nc3cccnc3)s2)cc1	0.9	1	-5	3	5	1	0.9	16	3	0.8
O=C(CN1C(=O)/C(=C\c2ccc(F)cc2)Oc2ccccc21)NCc1ccco1	0.9	1	-16	-2	-7	0.9	0.9	9	6	0.9
CSc1ncc(C(=O)O)n1-c1ccc(F)cc1	0.9	1	-13	-2	-6	1	0.9	11	4	0.9
COc1cc(OC)c(-c2nnc3n(CCc4ccccc4)c(=O)c4ccccc4n23)cc1OC	0.9	1	-5	2	25	0.9	0.8	28	13	0.7
O=C(OCC(=O)N1CCCC1)c1c2c(nc3ccccc13)CCCCC2	1.1	1	-10	-3	3	1.1	1.1	4	-6	1
CCCCCCSC1=C(C#N)C(c2ccccc2)CC(=O)N1 (stereo unspecified)	1	1	-5	-3	-3	1	0.9	7	-2	0.9
Cc1ccc(-n2cc(CN3CCC(CO)(Cc4cccc(C(F)(F)F)c4)CC3)cn2)cc1	0.9	1	-2	-2	99*	1.1	0.9	3	-6	1
O=C(CN1C(=O)NC2(CCCc3ccccc32)C1=O)N1CCN(C(=O)c2ccco2)CC1 (stereo unspecified)	1	1	-1	-2	-5	1.1	1	2	-6	1
C=C(C)CSC1=C(C#N)C(c2ccccc2Cl)CC(=O)N1 (stereo unspecified)	0.7	1	1	-2	-2	0.9	0.9	23	8	0.8
CCCn1nnc(NC(=O)c2cc3ccccc3o2)n1	1	1	-5	1	22	0.9	0.9	4	6	1
CC(C)n1nc(C(=O)OCC(=O)N2CC(=O)Nc3ccccc32)c2ccccc2c1=O	1.1	1	-6	-5	-1	1	1.1	8	-1	0.9
O=C(NCc1cccs1)c1nc2ncccn2n1	1	1	-10	-2	-2	0.9	1	4	6	1

Gathered by group, those above with a furan ring, fused or not
SMILES	PMI act hi M6P	TNAP act hi DEA	TNAP inh no acc	TNAP inh hi DEA	Lmaj promast	bIAP act	PMI activator	Diaphorase inh	bIAP inh	Diaphorase act
C/C(=N\NS(=O)(=O)c1ccc(Cl)c([N+](=O)[O-])c1)c1cc2ccccc2o1	1.4	1	-3	-4	-5	0.9	1.1	13	14	0.9
CCCc1nc(NCc2ccco2)c(C#N)c2c1COC(C)(C)C2	1	1	-14	-2	-4	0.9	1	0	7	1
Cc1ccc(C(=O)N2CCCCC2C(=O)O)o1 (stereo unspecified)	1	1	-8	-4	-3	1.1	0.9	10	-10	0.9
CC1=NN(c2cccc(C(=O)O)c2)C(=O)/C1=C\C=C\c1ccco1	1.2	1	23	3	27	1.1	1.3	17	-7	0.8
Cn1c(SCC(=O)c2ccc(-c3ccccc3)cc2)nnc1-c1ccco1	1.8	1	0	4	-3	1	1.4	5	1	1
O=C(CN1C(=O)/C(=C\c2ccc(F)cc2)Oc2ccccc21)NCc1ccco1	0.9	1	-16	-2	-7	0.9	0.9	9	6	0.9
O=C(CN1C(=O)NC2(CCCc3ccccc32)C1=O)N1CCN(C(=O)c2ccco2)CC1 (stereo unspecified)	1	1	-1	-2	-5	1.1	1	2	-6	1
CCCn1nnc(NC(=O)c2cc3ccccc3o2)n1	1	1	-5	1	22	0.9	0.9	4	6	1
